TWEAK-Fn14 inh = inhibitors of TWEAK-Fn14 signaling, primary screen, luciferase reporter cells, uHTS; TWEAK-stimulated Fn14 reporter cells, luciferase luminescence, 8 h; inhibition, % at 10 µM; hit rate 2% among 360,000; AID 1159606, 2016; in the data active means inhibition above about 50%
LRH-1 inv ag = LRH-1 (NR5A2) inverse agonists, primary screen, cell-based, luminescence, HEK293T, StAR-luciferase reporter. Nuclear receptor subfamily 5 group A member 2 (Homo sapiens), O00482. LRH-1 transfected, 24 h. inhibition, % at 3.6 µM. hit rate 0.13% among 360,000. AID 602396, 2012;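 active means inhibition above the mean inhibition of all tested compounds plus 3 SD, cut at about 73% in these data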;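 further: 0% = DMSO wells and 100% = reporter-only cells lacking LRH-1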
Target sequence (O00482 whole entry, looked up): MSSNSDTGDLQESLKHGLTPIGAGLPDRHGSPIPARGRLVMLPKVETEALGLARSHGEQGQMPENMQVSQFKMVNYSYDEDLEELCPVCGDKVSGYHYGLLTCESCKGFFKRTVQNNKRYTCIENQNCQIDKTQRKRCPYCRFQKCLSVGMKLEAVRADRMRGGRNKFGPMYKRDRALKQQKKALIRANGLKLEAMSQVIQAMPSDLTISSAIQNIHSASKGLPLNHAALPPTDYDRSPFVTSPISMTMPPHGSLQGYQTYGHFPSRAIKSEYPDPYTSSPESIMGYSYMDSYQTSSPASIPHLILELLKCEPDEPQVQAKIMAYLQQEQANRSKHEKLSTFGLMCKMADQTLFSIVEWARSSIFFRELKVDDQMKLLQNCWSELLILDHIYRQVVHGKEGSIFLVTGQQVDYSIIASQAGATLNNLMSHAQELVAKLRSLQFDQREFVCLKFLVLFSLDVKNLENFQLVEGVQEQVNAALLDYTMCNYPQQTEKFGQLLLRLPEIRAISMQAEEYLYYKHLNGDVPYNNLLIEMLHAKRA
Exocytosis inh = LAMP-1 surface exposure blockers, TALL-104 cells – cell-based, flow cytometry, MLPCN library, primary screen; AID 651702, 2012; hit rate 0.66% among 360,000; inhibition, % at 10 µM; TALL-104 LAMP-1 surface exposure; cells stimulated with thapsigargin and PMA;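 active means inhibition above about 55%, limit read from the data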
NOD2 RIPK2 PPI = NOD2-RIPK2 binding disruptors in cells, primary screen, fluorescence, CHO cells, BLA complementation. hit rate 0.38% among 360,000. CCF4 ratio. inhibition, % at 4.98 µM. AID 624267, 2012; in the data active means inhibition above about 21%;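 further: 0% = vehicle only and 100% = reference blocker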
TLR9-MyD88 block = inhibitors of TLR9-MyD88 association in cells, primary screen, cell-based, CHO, BLA complementation, fluorescence | Toll-like receptor 9 (Homo sapiens) + Myeloid differentiation primary response protein … | CCF4 FRET ratio | inhibition, % at 4.98 µM | hit rate 0.21% among 340,000 | AID 504734, 2011;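 active means inhibition above the mean over all tested compounds plus 3 SD, cut at about 21% in these data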;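 further: 0% = DMSO only wells and 100% = clavulanate BLA inhibitor control wells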
SRC1 inh = SRC1 coactivator transcriptional activity inhibitors, primary screen, cell-based, luminescence. Nuclear receptor coactivator 1 (Homo sapiens), Q15788. HEK293 GAL4-SRC1 luciferase reporter. inhibition, % at 3.6 µM. hit rate 0.12% among 360,000. AID 588354, 2011;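 active means inhibition above the campaign mean plus 3 SD, with each screening campaign given its own cutoff, cut at about 60% in these data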;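 further: 0% = DMSO treated cells and 100% = gossypol at 36 µM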
TROY NFkB inh = inhibitors of TROY-driven NF-kB signaling, primary screen, Q293 LMP1-TROYcd cells, NF-kB luciferase, uHTS | hit rate 0.98% among 360,000 | Q293 LMP1-TROYcd NF-kB luciferase reporter, 4 h | inhibition, % at 10 µM;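 active means compounds whose plate-normalised and pattern-corrected inhibition of the luciferase reporter signal at the single screening dose is 50% or more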
ABHD5 PLIN5 PPI = ABHD5-PLIN5 interaction inhibitors, primary screen, cell lysate, split luciferase complementation, luminescence | Perilipin-5 (Homo sapiens) + 1-acylglycerol-3-phosphate O-acyltransferase ABHD5 (Homo … | Split G. princeps luciferase complementation, 4 h | inhibition, % at 4 µM | hit rate 0.78% among 360,000;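 active means inhibition above the mean inhibition across every tested compound plus 3 SD, cut at about 22% in these data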;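 further: 0% = DMSO only wells and the 100% control is not disclosed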
SRC3 inh = SRC3 coactivator transcriptional activity inhibitors, primary screen, cell-based, luminescence; Nuclear receptor coactivator 3 (Homo sapiens), Q9Y6Q9; HEK293 GAL4-SRC3 luciferase reporter; inhibition, % at 3.6 µM; hit rate 0.17% among 360,000;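 active means inhibition above a per-campaign cutoff, the mean of all compounds plus 3 SD, cut at about 60% in these data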;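 further: 0% = DMSO-treated cells and 100% = gossypol-treated cells at 36 µM; higher means less SRC3-driven luciferase light from the GAL4 reporter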
NCOA2 inhibitor = inhibition of GAL4-SRC2 driven luciferase reporter, primary screen, SRC2 inhibitor project, cell-based, luminescence; Nuclear receptor coactivator 2 (Homo sapiens), Q15596; HEK293 GAL4-SRC2 luciferase reporter; inhibition, % at 9 µM; hit rate 0.17% among 370,000; AID 651957, 2012;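 active means inhibition above the mean inhibition of all tested compounds plus 3 SD, set per campaign, cut at about 52% in these data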;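 further: 0% = DMSO treated cells and 100% = cells given Gossypol at 36 µM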
COUP-TFII inh = NR2F2 transcriptional activity inhibitors, primary screen, cell-based, luciferase reporter, HEK293T, luminescence. AID 686940, 2013. hit rate 0.7% among 370,000. COUP transcription factor 2 (Homo sapiens), P24468. inhibition, % at 8.6 µM. HEK293T NGFI-A luciferase reporter;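 active means inhibition above a per-plate cutoff, mean inhibition of test wells between control levels plus 3 SD, cut at about 38% in these data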;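 further: cells cotransfected with COUP-TFII expression vector driving the NGFI-A reporter; 0% = median of COUP-TF2 test wells and 100% = reporter-only cells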
Target sequence (P24468 whole entry, looked up): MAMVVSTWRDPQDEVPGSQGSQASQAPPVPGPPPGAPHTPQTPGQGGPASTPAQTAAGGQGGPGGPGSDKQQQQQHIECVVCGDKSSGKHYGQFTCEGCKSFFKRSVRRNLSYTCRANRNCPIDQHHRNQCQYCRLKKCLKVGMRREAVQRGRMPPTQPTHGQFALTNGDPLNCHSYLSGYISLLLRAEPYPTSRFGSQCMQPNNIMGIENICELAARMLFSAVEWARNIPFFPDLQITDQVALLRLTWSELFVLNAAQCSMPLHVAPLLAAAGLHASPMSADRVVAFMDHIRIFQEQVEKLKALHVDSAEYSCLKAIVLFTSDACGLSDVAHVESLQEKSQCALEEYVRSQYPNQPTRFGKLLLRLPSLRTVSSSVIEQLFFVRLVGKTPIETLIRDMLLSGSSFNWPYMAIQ
Active calls of the source: *.

Screening O=C(NCc1ccccc1)C(c1cccs1)N(C(=O)c1csnn1)C1CC1 (stereo unspecified) returned TWEAK-Fn14 inh -17, LRH-1 inv ag 8, Exocytosis inh -2, NOD2 RIPK2 PPI 2, TLR9-MyD88 block 4, SRC1 inh -5, TROY NFkB inh -3, ABHD5 PLIN5 PPI 8, SRC3 inh 1, NCOA2 inhibitor -10 and COUP-TFII inh -10.
For COCCN(C(=O)CC(C)(C)C)c1nnc(-c2cccnc2)s1 the results were TWEAK-Fn14 inh -8, LRH-1 inv ag -9, Exocytosis inh -6, NOD2 RIPK2 PPI -2, TLR9-MyD88 block -2, SRC1 inh 3, TROY NFkB inh -15, ABHD5 PLIN5 PPI 0, SRC3 inh 1, NCOA2 inhibitor -26 and COUP-TFII inh -13.
For CSCCC(NC(=O)c1ccccc1Cl)C(=O)NCc1ccncc1 (stereo unspecified) the results were TWEAK-Fn14 inh 5, LRH-1 inv ag -18, Exocytosis inh 18, NOD2 RIPK2 PPI -3, TLR9-MyD88 block 11, SRC1 inh -6, TROY NFkB inh -17, ABHD5 PLIN5 PPI 0, SRC3 inh 25, NCOA2 inhibitor -3 and COUP-TFII inh 2.
`Cc1ccc(-n2ncc3c(NNC(=O)c4ccco4)ncnc32)cc1C` gave TWEAK-Fn14 inh 28, LRH-1 inv ag -11, Exocytosis inh 0, NOD2 RIPK2 PPI -9, TLR9-MyD88 block 3, SRC1 inh 2, TROY NFkB inh 16, ABHD5 PLIN5 PPI -2, SRC3 inh -8, NCOA2 inhibitor 5 and COUP-TFII inh 9.
Screening COc1cccc(-c2ccc3nccn3c2)c1 returned TWEAK-Fn14 inh 1, LRH-1 inv ag -43, Exocytosis inh 5, NOD2 RIPK2 PPI 4, SRC1 inh -21, TROY NFkB inh -2, ABHD5 PLIN5 PPI 3, SRC3 inh -32, NCOA2 inhibitor 0 and COUP-TFII inh -14.
Screening Cc1ccccc1CSCC(=O)NC(=O)NC(C)(C)C returned TWEAK-Fn14 inh -3, LRH-1 inv ag 8, Exocytosis inh 0, NOD2 RIPK2 PPI 0, TLR9-MyD88 block -6, SRC1 inh -23, TROY NFkB inh -19, ABHD5 PLIN5 PPI 1, SRC3 inh 14, NCOA2 inhibitor 3 and COUP-TFII inh 5.
`Cc1ccccc1OCC(=O)N/N=C/c1ccc(N2CCOCC2)o1` gave TWEAK-Fn14 inh 3, LRH-1 inv ag -10, Exocytosis inh 38, NOD2 RIPK2 PPI -7, TLR9-MyD88 block 6, SRC1 inh -2, TROY NFkB inh 8, ABHD5 PLIN5 PPI 8, SRC3 inh 3, NCOA2 inhibitor -7 and COUP-TFII inh -5.
CC(C)CSc1nc(N2CCOCC2)c2c(c1C#N)CC(C)(C)SC2 was read as TWEAK-Fn14 inh -2, LRH-1 inv ag 19, Exocytosis inh 0, NOD2 RIPK2 PPI -14, TLR9-MyD88 block -17, SRC1 inh -10, TROY NFkB inh -1, ABHD5 PLIN5 PPI -4, SRC3 inh 12, NCOA2 inhibitor -19 and COUP-TFII inh -27.
`Cc1cccc(C)c1-n1nnnc1C(C1CC1)N1CCN(C/C=C/c2ccccc2)CC1` (stereo unspecified) gave TWEAK-Fn14 inh -2, LRH-1 inv ag 3, Exocytosis inh 20, NOD2 RIPK2 PPI 6, SRC1 inh 5, TROY NFkB inh 14, ABHD5 PLIN5 PPI 0, SRC3 inh 9, NCOA2 inhibitor -2 and COUP-TFII inh 17.
CC(C)C[C@H]1CN=C(Nc2ccccc2)N1CC1CCCC1 was read as TWEAK-Fn14 inh -14, LRH-1 inv ag 16, Exocytosis inh 1, NOD2 RIPK2 PPI 5, TLR9-MyD88 block -9, SRC1 inh -19, TROY NFkB inh -2, ABHD5 PLIN5 PPI 8, SRC3 inh 11, NCOA2 inhibitor 3 and COUP-TFII inh 17.
Screening COc1ccc2nc(SCc3cccc(C)c3)nc(C)c2c1 returned TWEAK-Fn14 inh -2, LRH-1 inv ag -136, Exocytosis inh -3, NOD2 RIPK2 PPI -6, TLR9-MyD88 block 9, SRC1 inh -79, TROY NFkB inh -43, ABHD5 PLIN5 PPI -8, SRC3 inh -63, NCOA2 inhibitor -59 and COUP-TFII inh -45.
COc1ccc(C(=Cc2ccccc2[N+](=O)[O-])C(=O)O)cc1 was read as TWEAK-Fn14 inh -18, LRH-1 inv ag 9, Exocytosis inh -9, NOD2 RIPK2 PPI -6, TLR9-MyD88 block -9, SRC1 inh -36, TROY NFkB inh -53, ABHD5 PLIN5 PPI -1, SRC3 inh -6, NCOA2 inhibitor -16 and COUP-TFII inh 3.
`Cc1cc(C)n2c(SCC(=O)Nc3cccc(S(N)(=O)=O)c3)nnc2n1` gave TWEAK-Fn14 inh -13, LRH-1 inv ag 9, Exocytosis inh 2, NOD2 RIPK2 PPI 2, TLR9-MyD88 block -11, SRC1 inh 13, TROY NFkB inh 2, ABHD5 PLIN5 PPI 2, SRC3 inh -5, NCOA2 inhibitor 5 and COUP-TFII inh -1.
Screening Cc1ccc(S(=O)(=O)c2cc(OC(=O)c3ccco3)ccc2OC(=O)c2ccco2)cc1 returned TWEAK-Fn14 inh -17, LRH-1 inv ag 13, Exocytosis inh 14, NOD2 RIPK2 PPI -1, TLR9-MyD88 block -4, SRC1 inh 2, TROY NFkB inh 17, ABHD5 PLIN5 PPI 7, SRC3 inh -3, NCOA2 inhibitor -1 and COUP-TFII inh 1.
For COc1ccc(-c2csc(NC(=O)c3ccc(S(=O)(=O)N4CCc5ccccc5C4)cc3)n2)cc1 the results were TWEAK-Fn14 inh 3, LRH-1 inv ag -5, Exocytosis inh 0, NOD2 RIPK2 PPI -7, TLR9-MyD88 block -13, SRC1 inh -5, TROY NFkB inh 0, ABHD5 PLIN5 PPI -2, SRC3 inh 33, NCOA2 inhibitor 4 and COUP-TFII inh -4.
Screening COc1cccc(C(N)=O)c1OC(=O)Cc1ccccc1F returned TWEAK-Fn14 inh 11, LRH-1 inv ag -7, Exocytosis inh 3, NOD2 RIPK2 PPI 0, TLR9-MyD88 block 0, SRC1 inh -11, TROY NFkB inh -5, ABHD5 PLIN5 PPI 0, SRC3 inh -19, NCOA2 inhibitor 9 and COUP-TFII inh -3.
For CC1=NNC(=O)C1CC(=O)N/N=C/C(C)=C/c1ccccc1 (stereo unspecified) the results were TWEAK-Fn14 inh 1, LRH-1 inv ag 11, Exocytosis inh 4, NOD2 RIPK2 PPI -17, TLR9-MyD88 block -1, SRC1 inh 7, TROY NFkB inh -10, ABHD5 PLIN5 PPI -4, SRC3 inh -11, NCOA2 inhibitor 11 and COUP-TFII inh -4.
Fc1cccc(CCN2C(=S)NC[C@@H]2Cc2ccccc2)c1 was read as TWEAK-Fn14 inh 15, LRH-1 inv ag -11, Exocytosis inh -3, NOD2 RIPK2 PPI 9, TLR9-MyD88 block 1, SRC1 inh 6, TROY NFkB inh -2, ABHD5 PLIN5 PPI -6, SRC3 inh 2, NCOA2 inhibitor 13 and COUP-TFII inh 19.
For CCc1ccc2c(c1)C(c1ccncc1)=NNC(c1ccccc1)=N2 the results were TWEAK-Fn14 inh -16, LRH-1 inv ag -5, Exocytosis inh 2, NOD2 RIPK2 PPI -4, TLR9-MyD88 block 5, SRC1 inh -12, TROY NFkB inh -49, ABHD5 PLIN5 PPI 1, SRC3 inh -26, NCOA2 inhibitor -30 and COUP-TFII inh -3.
Screening CC(=O)NCCc1nc2cc(NC(=O)COc3cccc(C)c3)ccc2n1C returned TWEAK-Fn14 inh -6, LRH-1 inv ag -18, Exocytosis inh -10, NOD2 RIPK2 PPI -10, TLR9-MyD88 block 6, SRC1 inh -29, TROY NFkB inh -22, ABHD5 PLIN5 PPI -4, SRC3 inh -38, NCOA2 inhibitor -8 and COUP-TFII inh -28.
`CC(C)OC(=O)N(C)c1ccc(C(O)(C(F)(F)F)C(F)(F)F)cc1` gave TWEAK-Fn14 inh 11, LRH-1 inv ag -10, Exocytosis inh 4, NOD2 RIPK2 PPI -8, TLR9-MyD88 block -5, SRC1 inh -7, TROY NFkB inh -2, ABHD5 PLIN5 PPI 1, SRC3 inh -13, NCOA2 inhibitor -12 and COUP-TFII inh 1.
`CC(C)C(c1nnnn1Cc1ccc2c(c1)OCO2)N1CCN(C)CC1` (stereo unspecified) gave TWEAK-Fn14 inh -12, LRH-1 inv ag -28, Exocytosis inh 0, NOD2 RIPK2 PPI -12, TLR9-MyD88 block -11, SRC1 inh -12, TROY NFkB inh -1, ABHD5 PLIN5 PPI 1, SRC3 inh -1, NCOA2 inhibitor 4 and COUP-TFII inh 4.
Screening CCOC(=O)C(C)Sc1nnc(Cc2cc(=O)[nH]c(=O)[nH]2)n1-c1ccc(OCC)cc1 (stereo unspecified) returned TWEAK-Fn14 inh 16, LRH-1 inv ag 3, Exocytosis inh 6, NOD2 RIPK2 PPI 2, TLR9-MyD88 block -8, SRC1 inh 3, TROY NFkB inh -10, ABHD5 PLIN5 PPI 9, SRC3 inh 12, NCOA2 inhibitor -2 and COUP-TFII inh 7.
Screening N#CC1=C(N)Oc2n[nH]c(-c3cccs3)c2C1c1ccoc1 (stereo unspecified) returned TWEAK-Fn14 inh -17, LRH-1 inv ag 14, Exocytosis inh -4, NOD2 RIPK2 PPI 2, TLR9-MyD88 block 0, SRC1 inh -5, TROY NFkB inh 9, ABHD5 PLIN5 PPI -38, SRC3 inh 4, NCOA2 inhibitor -13 and COUP-TFII inh 10.
For Cc1nc([N+](=O)[O-])c(C(=O)OCc2cccc(Br)c2)n1C the results were TWEAK-Fn14 inh -25, LRH-1 inv ag 10, Exocytosis inh -11, NOD2 RIPK2 PPI -6, TLR9-MyD88 block 1, SRC1 inh 7, TROY NFkB inh -17, ABHD5 PLIN5 PPI -4, SRC3 inh 0, NCOA2 inhibitor -17 and COUP-TFII inh -5.
For CC#CCOC(=O)c1c(C)nc2sc3c(c2c1N)CCC(O)C3 (stereo unspecified) the results were TWEAK-Fn14 inh -24, LRH-1 inv ag 36, Exocytosis inh 0, NOD2 RIPK2 PPI -5, TLR9-MyD88 block 7, SRC1 inh 15, TROY NFkB inh -17, ABHD5 PLIN5 PPI 2, SRC3 inh 30, NCOA2 inhibitor -7 and COUP-TFII inh 35.

This is a subset; count on the stated rates, not on these rows.
